Assay outcomes (PubChem BioAssay)
EPAC2 agonist: EPAC2 (human) agonism; 0.079% of 360,000 active; Q8WZA2; EPAC2 activation, biochemical qHTS; response scale: 100% = 6.5 mM cAMP response; Potency, µM (series often up to 154 µM), for the others: at the highest dose activation, hits mostly activators; note: potency is the fitted concentration of half-maximal effect; nearly all actives have a fitted effect of over 50% in size
Target sequence (Q8WZA2 whole entry, looked up): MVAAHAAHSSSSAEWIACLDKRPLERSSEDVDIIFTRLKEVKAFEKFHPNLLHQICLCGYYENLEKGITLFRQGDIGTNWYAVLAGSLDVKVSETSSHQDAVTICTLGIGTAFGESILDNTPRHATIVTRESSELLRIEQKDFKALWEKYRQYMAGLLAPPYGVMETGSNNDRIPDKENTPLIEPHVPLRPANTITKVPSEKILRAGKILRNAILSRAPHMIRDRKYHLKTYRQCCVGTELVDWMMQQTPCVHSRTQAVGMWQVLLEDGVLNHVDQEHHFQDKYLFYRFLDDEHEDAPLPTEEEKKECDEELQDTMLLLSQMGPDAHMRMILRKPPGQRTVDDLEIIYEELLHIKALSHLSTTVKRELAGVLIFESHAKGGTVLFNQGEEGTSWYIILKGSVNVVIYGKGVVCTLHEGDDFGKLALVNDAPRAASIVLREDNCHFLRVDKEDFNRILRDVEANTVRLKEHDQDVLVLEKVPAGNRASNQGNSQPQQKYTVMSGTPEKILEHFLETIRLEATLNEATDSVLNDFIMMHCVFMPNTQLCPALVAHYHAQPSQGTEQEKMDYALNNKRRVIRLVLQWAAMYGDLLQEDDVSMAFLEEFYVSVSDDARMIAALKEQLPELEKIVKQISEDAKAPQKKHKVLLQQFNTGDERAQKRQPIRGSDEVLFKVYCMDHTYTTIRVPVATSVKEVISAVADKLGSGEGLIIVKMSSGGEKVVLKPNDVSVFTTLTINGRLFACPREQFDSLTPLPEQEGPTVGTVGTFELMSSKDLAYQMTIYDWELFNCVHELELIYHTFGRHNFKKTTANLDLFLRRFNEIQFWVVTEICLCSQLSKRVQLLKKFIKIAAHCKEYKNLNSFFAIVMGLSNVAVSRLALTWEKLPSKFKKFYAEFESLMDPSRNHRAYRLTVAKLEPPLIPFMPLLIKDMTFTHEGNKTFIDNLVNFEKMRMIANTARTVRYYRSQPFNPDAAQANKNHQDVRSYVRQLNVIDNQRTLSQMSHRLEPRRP
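Nucleotide exchange monitored as fluorescence drop when BODIPY-GDP leaves Rap1B. Reaction: 100 nM EPAC2, 250 nM RAP1B-BODIPY-GDP, 50 uM GDP, room temperature, kinetic read over 30 min. Activity expressed relative to 6.5 mM cAMP.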
pAkt inh: blocks phosphorylation of Akt; AID 651550; activity change, % for hits at 50 µM; 0.32% of 360,000 active; Neuro2A IGF-stimulated pAkt S473 HTRF, 20 min; hits give low values; in the data active = activity change below about -80%; inconclusive = mostly about -51% to -80%; note: % is set by controls: 0 for no effect and ±100 for the full control effect
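Single-point screen (50 µM final compound) in Neuro2A cells stimulated 20 min with 6 nM IGF at 37 deg C. After lysis, Ser473-phosphorylated Akt read by HTRF (ex 330 nm, em 615/665 nm) as the 665/615 ratio.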
CCT modulator: changes cytosolic chaperonin activity; purified chaperonin ATPase assay, HTRF ADP detection, 30 min; activity change, % (concentration not given with the values), hits read low; 0.3% of 360,000 active; AID 651819; in the data active = activity change below about -30%; note: % is set by controls: 0 for no effect and ±100 for the full control effect
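ATPase activity: ADP formed was measured by HTRF Transcreener (665/615 nm ratio) after 30 min at 37 deg C with 10 uM ATP. Compounds screened at one 76 uM concentration against 40 or 20 nM TRiC in Tris pH 7.4/KCl/MgCl2/DTT buffer.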
EPAC2 antagonist: EPAC2 (human) antagonism; EPAC2 GEF exchange of Rap1B-BODIPY-GDP, fluorescence; Potency, µM (doses to about 114 µM), for the others: at the top dose activity, negative = inhibition, most hits filed as inhibitors; 0.18% of 360,000 active; AID 720708; note: potency is the fitted concentration of half-maximal effect; % is set by controls: 0 for no effect and ±100 for the full control effect; nearly all actives have a fitted effect of over 45% in size; many of its hits are not listed in these tables
A549 tox: A549 cytotoxicity, counter-screen for Nrf2 inhibitors; A549 ARE-Fluc cells, CellTiter-Fluor viability, 18-24 h; Potency, µM (top dose mostly 46 µM), for the others: at the highest dose activity change, negative = cytotoxicity, usual class: inhibitors; 0.16% of 390,000 active; note: potency is the fitted concentration of half-maximal effect; % is set by controls: 0 for no effect and ±100 for the full control effect
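A549 ARE_Fluc cells in 5% FBS OPTI-MEM were exposed to compounds in concentration-response for 18-24 h at 37 deg C. Viability was read by CellTiter-Fluor fluorescence (Ex 405/Em 525) after 30 min, before the luciferase read.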
MmCpn inh: M. maripaludis TRiC chaperonin inhibition. purified Mm-Cpn ATPase, ADP Transcreener TR-FRET. Potency, µM (highest dose often 76.9 µM), for the others: top-dose activity, negative = inhibition, most hits filed as inhibitors. 0.031% of 330,000 active. AID 504842; note: potency is the fitted concentration of half-maximal effect; % is set by controls: 0 for no effect and ±100 for the full control effect; nearly all actives have a fitted effect of over 80% in size
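ATPase turnover read by TR-FRET ADP competition (Eu cryptate antibody/ADP-d2, 665/590 nm): 10uM ATP final, 25nM Mm-CPN final, 30 min 37degC after 10-min compound preincubation, pH 7.4 Tris/KCl/MgCl2/DTT buffer.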
Nrf2 block: Nrf2 pathway inhibition; A549 ARE-Fluc reporter, luciferase luminescence, 18-24 h; Potency, µM (titrated, usually from 46 µM), inactives show top-dose activity change, negative = inhibition, most hits filed as inhibitors; 2.1% of 360,000 active; note: potency is the fitted concentration of half-maximal effect; % is set by controls: 0 for no effect and ±100 for the full control effect; nearly all actives have a fitted effect of over 60% in size
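Cells were seeded and rested 2 h, then exposed to compounds for 18-24 h. CellTiter-Fluor was read first as a viability measure. BugLite was added 15 min before the final luminescent read of ARE-luciferase activity in A549 cells.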
Nrf2 activator: activators of Nrf2 (ARE) signaling | AREc32 ARE-luciferase reporter (MCF7-derived line), luminescence, 24 h | Potency, µM (highest dose often 46.1 µM), without a hit: at the top dose activation, usual class: activators | 0.31% of 410,000 active; note: potency is the fitted concentration of half-maximal effect; % of control where 0% means no effect; nearly all actives have a fitted effect of over 65% in size
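Each well held 1000 AREc32 cells, which were incubated with compound for 24 hr at 37 deg C after overnight attachment, and ARE reporter activity was quantified by firefly luciferase luminescence.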
TGFb SMAD3 inh: blocks TGF-b signaling. 1.2% of 410,000 active. HepG2 CAGA-GFP TGF-b/SMAD3 reporter, GFP fluorescence, 18 h; TGF-beta stimulated, 500 pg/mL final. Potency, µM (doses to about 46.1 µM), for inactives: at the highest dose activity, negative = inhibition, hits mostly inhibitors; note: potency is the fitted concentration of half-maximal effect; % is set by controls: 0 for no effect and ±100 for the full control effect; nearly all actives have a fitted effect of over 65% in size
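HEPG2 CAGA-GFP reporter cells (1000/well, DMEM with 1% FBS) received compounds, then recombinant TGF-beta at 500 pg/mL final for 18 hours at 37 degrees C. Per-cell GFP summed per well was normalised to unstimulated and stimulated DMSO controls before curve fitting.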
Active calls of the source: *; i = inactive; ? = inconclusive; nt = not tested or not shown; [ ] = another dose, or the depositor's remark. Unless noted, calls come from the whole dose curve; as a rule, active = well fitted curve in the direction sought with a large enough effect; inconclusive = small, poorly fitted or top-dose-only effect, or another doubt; inactive = no such curve, though single readings can be large; an effect the other way counts as inactive or inconclusive. These rows are one share of the data; the hit share may differ from the screen's.

SMILES | EPAC2 agonist | pAkt inh | CCT modulator | EPAC2 antagonist | A549 tox | MmCpn inh | Nrf2 block | Nrf2 activator | TGFb SMAD3 inh
CSc1nc(N)nc2c1ncn2CC(=O)NCc1ccc2c(c1)OCO2 | 9% | i | -0.5 | 6% | 3% | 1% | ? | 0.5% | -23%
O=C(Nc1ccccc1)N1CCC(C(=O)N2CCCC(C(F)(F)F)C2)CC1 (configuration not stated) | 10% | i | 1.6 | 23% | 4% | 1% | -16% | 0.1% | -5%
CC(C)Cn1c(=O)c2ccccc2n2c(CCC(=O)N3CCN(c4cccc(Cl)c4)CC3)nnc12 | nt | nt | nt | nt | ? | nt | ? | 0.3% | -18%
Cc1c(C(=O)O)sc(S(=O)(=O)N2CCN(C(=O)Cc3ccccc3Cl)CC2)c1C(=O)O | 11% | i | -4.0 | 2% | 6% | 1% | -4% | -0.8% | -10%
Cc1cc(-c2n[nH]c(=S)n2Cc2ccco2)n(C)n1 | 4% | i | -8.7 | -2% | -2% | 0% | -15% | -0.2% | -4%
Cc1ccc(S(=O)(=O)NC(=O)Nc2ccccc2F)cc1 | 4% | i | -2.5 | 17% | nt | 2% | 16% | -0.4% | -21%
CC(C)c1nc2n[nH]c(N)c2c2c1CSC(C)(C)C2 | 8% | i | 1.5 | -3% | 3% | -3% | nt | -0.8% | 9%
O=C1NC(c2ccccc2)=C(c2nc3ccccc3s2)C(c2ccccc2)N1 (configuration not stated) | 17% | i | -8.5 | -9% | ? | -2% | ? | 2.7% | ?
COc1cc(OC)c(C(=O)OCC(=O)NCCC2=CCCCC2)cc1OC | -1% | i | -2.9 | -10% | -3% | -2% | -6% | 1.7% | -17%
CC(=O)Nc1ccc(S(=O)(=O)N(C)CC(=O)Nc2ccccc2N2CCOCC2)cc1 | 1% | i | 4.7 | 4% | 1% | 0% | nt | 0.4% | 2%
Cc1cccc(C(=O)NC2CCN(CC(=O)Nc3cccc(Cl)c3)CC2)c1 | 0% | i | -0.9 | -17% | nt | nt | nt | 0.4% | -15%
O=C(Cn1cc(C(F)(F)F)cc(Cl)c1=O)NCCc1ccccc1 | 1% | i | -2.8 | -2% | -1% | -1% | -10% | 0.2% | 10%
Cc1ccc(-n2c(=O)c3cccnc3n2CC(=O)Nc2ccc(Br)cc2)cc1C | nt | nt | nt | nt | -8% | nt | -17% | 3.4% | -14%
COc1ccc(S(=O)(=O)N(C)CC(=O)NCCC2=CCCCC2)cc1C | -10% | i | 0.7 | -3% | -6% | 1% | 8% | 0.1% | -7%
Cc1c(NS(=O)(=O)c2ccc(Cl)c(C(=O)OCC(=O)NCc3ccco3)c2)c(=O)n(-c2ccccc2)n1C | 0% | i | -5.5 | -1% | 2% | 3% | -13% | -0.1% | -10%
COc1ccc(C(OCC(O)CNCCc2ccc(S(N)(=O)=O)cc2)c2ccc(OC)cc2)cc1 (configuration not stated) | 8% | i | -0.2 | -9% | 2% | 0% | 13% | 3.4% | -19%
CN(C)c1ccc(P(=O)(Nc2cccc(C(F)(F)F)c2)N2CCOCC2)c(NC(=O)c2cccs2)c1 (configuration not stated) | -4% | i | -2.8 | -1% | -7% | 3% | ? | 11% | -2%
CNC(=O)N1c2ccccc2C=Cc2ccccc21 | 8% | i | -10 | -4% | -3% | 3% | 3% | -0.8% | 0%
CCCCN(CC(=O)Nc1c(C)cccc1CC)C(=O)SCC | 7% | i | -10 | 3% | -6% | 2% | -1% | -0.7% | -1%
COc1ccccc1C1C2=C(CCCC2=O)N(CC(=O)O)C2=C1C(=O)CCC2 | 5% | i | -2.1 | 7% | 17% | 1% | 1% | 0.2% | 1%
O=C(N1CCN(CCO)CC1)N1c2ccccc2C=Cc2ccccc21 | 3% | i | -2.0 | 2% | -2% | 0% | 5% | 0.5% | 7%
COc1ccc(-c2noc(N3CCC(C(=O)Nc4ccc(F)cc4)CC3)n2)cc1 | -6% | i | -1.2 | 6% | 0% | 1% | 11% | -1.7% | -7%
Fc1ccc(/C=N/n2c(C3CCCCC3)n[nH]c2=S)cc1 | 3% | i | 1.7 | -16% | -1% | 1% | 6% | 0.0% | ?
COc1ccccc1NS(=O)(=O)c1cn(C)cn1 | 6% | i | -53* | -3% | -5% | 1% | ? | -0.1% | 11%
COc1ccc(C(=O)NCc2cccnc2)cc1S(=O)(=O)N1CCCc2ccccc21 | 9% | i | 2.4 | -7% | -1% | -1% | -6% | 0.6% | -4%

Five entries from above, sorted by the value under EPAC2 agonist, falling:
mol | EPAC2 agonist | pAkt inh | CCT modulator | EPAC2 antagonist | MmCpn inh | Nrf2 activator
COc1ccc(C(=O)NCc2cccnc2)cc1S(=O)(=O)N1CCCc2ccccc21 | 9% | i | 2.4 | -7% | -1% | 0.6%
CCCCN(CC(=O)Nc1c(C)cccc1CC)C(=O)SCC | 7% | i | -10 | 3% | 2% | -0.7%
Cc1cc(-c2n[nH]c(=S)n2Cc2ccco2)n(C)n1 | 4% | i | -8.7 | -2% | 0% | -0.2%
O=C(N1CCN(CCO)CC1)N1c2ccccc2C=Cc2ccccc21 | 3% | i | -2.0 | 2% | 0% | 0.5%
COc1ccc(-c2noc(N3CCC(C(=O)Nc4ccc(F)cc4)CC3)n2)cc1 | -6% | i | -1.2 | 6% | 1% | -1.7%

More compounds.
SMILES | EPAC2 agonist | pAkt inh | CCT modulator | EPAC2 antagonist | A549 tox | MmCpn inh | Nrf2 block | Nrf2 activator | TGFb SMAD3 inh
O=C(C1Cc2ccccc2CN1S(=O)(=O)c1ccc(F)cc1)N1CCCCCC1 (configuration not stated) | 2% | i | -0.7 | 10% | -11% | 0% | -2% | -0.4% | 0%
COc1ccc2c(-c3ccccc3)cc3nnnn3c2c1 | 4% | i | -5.8 | -1% | -1% | 0% | ? | -0.1% | 2%
NC(=O)C(c1ccccn1)c1ncc(C(F)(F)F)cc1Cl (configuration not stated) | 1% | i | 3.7 | 2% | 5% | 0% | -2% | -1.0%[9.22 µM] | -9%
Cc1ncc(CO)c2c1Oc1nc(-c3ccccc3)nc(SCC(=O)N3CCOCC3)c1C2 | 3% | i | -2.5 | -1% | 0% | 0% | 7% | 0.4% | ?
OCc1ccc(N=Nc2ccccc2)cc1 | 4% | i | -2.0 | -12% | -16% | nt | ? | 6.7% | 5%
COc1ccc(C(=O)Nc2ccc(O)cc2C(=O)O)cc1 | 9% | i | 0.9 | 3% | 1% | 1% | 1% | -0.5% | -2%
CCn1c(-c2ccc(S(=O)(=O)N3CCOCC3)cc2)csc1=Nc1ccc(C)c(Cl)c1 | nt | nt | nt | nt | 3% | -1% | ? | -0.5% | -17%
Cc1cc(=O)[nH]c2[nH][nH]c(=O)c12 | 4% | i | -0.3 | 15% | 2% | nt | 4% | 1.9% | -30%
O=C(Nc1ccncc1)C1CCN(S(=O)(=O)c2ccc(Cl)c(C(F)(F)F)c2)CC1 | 0% | i | -1.5 | ? | -13% | 1% | ? | 0.9% | -28%
CC[C@]12C(=O)N(C)C[C@H]([C@@H]3C(=O)N(C)C(=O)[C@@H]31)N2C(=O)c1ccc(Br)cc1 | 5% | i | -0.3 | 7% | 4% | nt | -13% | -0.3% | 0%
Cc1nn(C)cc1/C=C1\CCC/C(=C\c2cn(C)nc2C)C1=O | -4% | i | 1.6 | -3% | ? | -1% | ? | -0.4% | 0%
Nc1nc(SCC(=O)Nc2ncc(Cl)cc2Cl)n[nH]1 | 6% | i | -2.1 | 6% | -2% | 2% | 10% | -0.2% | -6%
Cc1ccnc(NS(=O)(=O)c2ccc(NC(=O)c3oc4ccccc4c3C)cc2)n1 | -5% | i | -0.6 | 6% | -10% | 0% | 0% | 0.3% | 9%
COc1cc2c(cc1OC)C(=O)N1[C@H]3c4ccccc4OC[C@@H]3[C@H](c3ccccc3)[C@]1(C)C(=O)N2 | 5% | i | 1.8 | 4% | -16% | -2% | ? | -0.7% | -26%
CC1CCN(C(=O)c2ccc3c(c2)NC(=O)CN3)CC1 | 23% | i | 1.8 | 9% | -18% | -1% | -7% | -0.3% | 62%[activator]
COC(=O)C1=NN(C(=O)c2ccc(Br)cc2)C(O)(C(C)(C)C)C1 (configuration not stated) | -10% | i | 1.6 | 17% | 1% | 1% | 7% | 2.7% | -25%
Cc1cccc(NC(=O)C(C)OC(=O)c2ccccc2NS(=O)(=O)c2cc(C)c(C)c([N+](=O)[O-])c2)c1 (configuration not stated) | 2% | i | -2.3 | 1% | -16% | 0% | ? | 0.0% | ?
O=C1C2C3CCC(O3)C2C(=O)N1c1cccc(O)c1 (configuration not stated) | 9% | i | -1.6 | 1% | 0% | 0% | 2% | -0.9% | -2%
O=C(N/C=N/OCc1ccc(Cl)cc1Cl)NOCc1c(Cl)cccc1Cl | 12% | i | -2.4 | 0% | -19% | nt | 26µM* | 0.3% | -16%
CCOC(=O)CSC1=C(C#N)C(c2ccccc2OCC)C(C#N)C(=O)N1 (configuration not stated) | 1% | i | 5.1 | 15% | -19% | -1% | -23% | -0.5% | 2%
COc1ccc(NC(=O)CCc2nc3ccccc3c(=O)[nH]2)cc1S(=O)(=O)N1CCCCC1 | 9% | i | 1.0 | -2% | -10% | 0% | ? | -0.7% | -23%

A draw from above in order of length of the SMILES, ascending.
SMILES | EPAC2 agonist | pAkt inh | CCT modulator | EPAC2 antagonist | A549 tox | MmCpn inh | Nrf2 block | Nrf2 activator | TGFb SMAD3 inh
Cc1nn(C)cc1/C=C1\CCC/C(=C\c2cn(C)nc2C)C1=O | -4% | i | 1.6 | -3% | ? | -1% | ? | -0.4% | 0%
O=C(N/C=N/OCc1ccc(Cl)cc1Cl)NOCc1c(Cl)cccc1Cl | 12% | i | -2.4 | 0% | -19% | nt | 26µM* | 0.3% | -16%
CCn1c(-c2ccc(S(=O)(=O)N3CCOCC3)cc2)csc1=Nc1ccc(C)c(Cl)c1 | nt | nt | nt | nt | 3% | -1% | ? | -0.5% | -17%
